Mcl1-Bid inh = Mcl-1/Bid interaction inhibition; TR-FRET Mcl-1/Bid-Dy647 peptide binding, 1536-well; inhibition, % at 21.7 µM; hit rate 0.97% among 220,000; AID 1021;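 active means compounds that cut the binding signal by more than half at the single screening dose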;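 further: His-tagged Mcl-1 with europium anti-His antibody binding Bid BH3 peptide; 0% = Mcl-1 plus peptide wells and 100% = peptide-only wells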
Target sequence (Q07820 whole entry, looked up): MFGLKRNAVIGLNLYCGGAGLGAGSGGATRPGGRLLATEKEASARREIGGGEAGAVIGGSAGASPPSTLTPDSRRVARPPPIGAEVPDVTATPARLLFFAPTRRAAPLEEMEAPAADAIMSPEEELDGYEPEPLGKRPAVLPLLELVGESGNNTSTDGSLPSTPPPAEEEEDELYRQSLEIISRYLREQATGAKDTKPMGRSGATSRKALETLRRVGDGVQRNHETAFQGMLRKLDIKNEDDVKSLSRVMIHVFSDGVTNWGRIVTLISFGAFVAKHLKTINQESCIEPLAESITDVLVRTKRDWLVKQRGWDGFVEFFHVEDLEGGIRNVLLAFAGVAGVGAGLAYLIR
Avidin bead fluor = compound fluoresces at 488/530 nm on avidin beads; AID 1775; compound fluorescence 488/530 nm, flow cytometry; stronger effect = higher value; hit rate 0.38% among 220,000; fluorescence (KMESF) at 10 µM; in the data active means fluorescence above about 47; further: inactives centre near 10
Mcl1 Noxa PPI = disrupts binding of human Mcl-1 to Noxa peptide; inhibition, % at 21.7 µM; Q07820; AID 1022; TR-FRET Mcl-1/Noxa peptide binding, 2 h; hit rate 1.5% among 220,000;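 active means compounds that cut the protein-peptide binding signal by more than 50% relative to plate controls in a single-dose test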;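 further: His-tagged Mcl-1 with rhodamine Noxa BH3 peptide and terbium anti-His antibody; 0% = Mcl-1 plus Noxa peptide wells and 100% = peptide-only wells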
Mcl-1 Bim block = inhibitors of Bim-Mcl-1 interaction, human; Bead-based flow cytometry, Bim peptide-Mcl-1 binding; inhibition, % at 10 µM; hit rate 0.1% among 190,000; AID 1009; in the data active means inhibition above about 40%;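 further: 0% = no compound tracer wells and 100% = peptide blocker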
Pf gamet viab = kills late stage P. falciparum gametocytes; hit rate 0.065% among 150,000; AID 743093; P. falciparum stage V gametocytes, ATP luminescence, 24 h; inhibition, % at 10.9 µM;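 active means inhibition above the mean plus 3 SD of compounds within the control limits, set per campaign, cut at about 38% in these data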;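 further: 0% = DMSO wells and 100% = medium only without gametocytes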
RGS8-Gao = human RGS8-Galphao interaction regulation | P09471 | multiplexed bead flow cytometry, RGS8-Galphao binding; actives lie on both sides | response (percent of control binding), % at 10 µM | hit rate 0.34% among 220,000 | AID 1423; in the data active means response below about 60% or above about 140%; inactive means in between;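 further: Galphao activated as the GDP aluminium fluoride complex binding bead-coupled RGS8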
Target sequence (P09471 whole entry, looked up): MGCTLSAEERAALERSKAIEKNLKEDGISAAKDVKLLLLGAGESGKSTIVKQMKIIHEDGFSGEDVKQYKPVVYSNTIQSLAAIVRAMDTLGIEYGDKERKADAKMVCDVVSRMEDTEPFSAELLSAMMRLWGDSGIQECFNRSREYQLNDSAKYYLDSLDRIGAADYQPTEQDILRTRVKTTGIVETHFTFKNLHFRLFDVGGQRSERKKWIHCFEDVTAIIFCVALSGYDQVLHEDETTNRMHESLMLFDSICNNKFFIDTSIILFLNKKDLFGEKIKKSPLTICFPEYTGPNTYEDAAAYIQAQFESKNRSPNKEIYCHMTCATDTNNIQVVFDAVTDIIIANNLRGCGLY
RGS4-Gao reg = modulates binding of RGS4 to human Galphao; Multiplexed bead flow cytometry; actives lie on both sides; binding response (% of control), % at 10 µM; hit rate 0.33% among 220,000; AID 1415; in the data active means binding response below about 49% or above about 150%; inactive means in between;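 further: fluorescent Galphao activated with aluminum fluoride binding bead-coupled RGS4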
RGS7-Gao reg = modulates binding of RGS7 to human Galphao; Multiplexed bead flow cytometry; actives lie on both sides; P09471; hit rate 0.35% among 220,000; binding response (% of control), % at 10 µM; in the data active means binding response below about 49% or above about 150%; inconclusive means no clear call, values can overlap the other calls; inactive means in between;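 further: fluorescent Galphao held in activated GDP-AlF4 state binding bead-coupled RGS7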
GSH bead fluor = compound fluoresces at 488/530 nm on GSH beads; GSH beads flow cytometry, compound fluorescence 488/530 nm; stronger effect = higher value; fluorescence (KMESF) at 10 µM; hit rate 0.25% among 190,000; AID 1776; in the data active means fluorescence above about 89;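 further: glutathione beads carrying GST-tagged Bcl family fusion proteins plus one bare bead set; values are compound well signal with DMSO vehicle wells as background; inactives centre near 16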
ABCG2 inh = blocks JC-1 efflux by human ABCG2 transporter; IgMXP3 cells, flow cytometry; hit rate 0.1% among 190,000; Q9UNQ0; inhibition, % at 6.6 µM; AID 1325;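 active means inhibition above 80%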;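 further: 0% = DMSO and 100% = nicardipine control wells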
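Test system: IgMXP3 (ABCG2) plus far-red-tagged CCRF-Adr (ABCB1) cells. Reagent: JC-1 dye as substrate. Timing: 10 min exposure at 25 °C with rotation, no wash. Measured by: flow cytometric JC-1 green MFI at 530 nm. Read-out: percent efflux inhibition, scaled nicardipine 100% to DMSO 0%. Control set: nicardipine and DMSO wells.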
ABCB1 inh = human ABCB1 inhibition, ABCG2 as counter-screen. CCRF-Adr cells, JC-1 efflux, flow cytometry. inhibition, % at 6.6 µM. hit rate 0.067% among 190,000; in the data active means inhibition above about 40%;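 further: 0% = vehicle and 100% = reference inhibitor; higher value means more JC-1 retained so stronger ABCB1 efflux block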
* = called active by the depositor; u = inconclusive; x = not tested or not shown.

structure	Mcl1-Bid inh	Avidin bead fluor	Mcl1 Noxa PPI	Mcl-1 Bim block	Pf gamet viab	RGS8-Gao	RGS4-Gao reg	RGS7-Gao reg	GSH bead fluor	ABCG2 inh	ABCB1 inh
CCCC1CCC(c2ccc(/C(N)=N/O)cc2)CC1 (stereo unspecified)	-14	10	0	1	14	96	97	91	22	2	0.4
O=C(Cn1cnc2ccccc2c1=O)Nc1ccccc1N1CCOCC1	10	9	24	-5	-58	103	100	u	14	-3	-0.6
CN1C(=O)c2ccccc2C(C(=O)O)C1c1cn(C)c2ccccc12 (stereo unspecified)	-21	18	12	0	x	96	95	99	22	0	0.0
C=CCOC(=O)C1=C(C)Nc2nnnn2C1c1cc(OC)ccc1OC (stereo unspecified)	-12	9	12	-1	x	109	120	110	40	2	0.7
NCCCC[C@H](NC(=O)C1CCNCC1)c1nnc(CN)o1	90*	5	35	0	x	100	99	98	19	1	0.5
Nc1nc(Nc2cccc(F)c2)nc(NCCO)c1[N+](=O)[O-]	-11	9	-10	x	0	100	100	u	x	x	x
O=C1COc2ccc(C(=O)COC(=O)Cc3ccccc3F)cc2N1	-10	8	5	-1	7	103	101	100	15	2	-0.1
CCOC(=O)CC(=O)Nc1nnc(C(C)C)s1	-10	4	8	5	x	99	100	102	28	0	0.0
CC(=O)c1ccc(N2C(=O)NC3(CCCCC3)C2=O)cc1	0	16	1	-2	9	105	102	106	8	3	0.7
CCn1ccnc1CN(C)C(=O)c1cc(COc2c(F)cccc2F)on1	-10	11	0	0	7	104	99	103	15	-1	-1.0
CCOC(=O)c1c(C=O)c(C)n(Cc2ccccc2Cl)c1C	12	7	6	0	x	96	93	91	39	1	0.2
Cc1cc(OCC(=O)Nc2ccc(S(=O)(=O)NC3=NCCCCC3)cc2)c(C(C)C)cc1Cl	2	16	18	-11	-14	119	115	109	14	10	4.8
CCCCOc1ccc(N(CC(=O)NC2CCCC2)C(=O)CCC(=O)Nc2ccccn2)cc1	-3	26	13	-1	0	101	98	103	15	1	0.3
CN(C)c1oc(-c2ccccc2Cl)nc1C#N	1	35	27	-2	28	99	100	100	45	4	0.7
CCOC(=O)Nc1cccc(OCC(=O)Nc2ccc(OC)cc2OC)c1	-41	22	1	-1	1	129	132	139	16	1	0.4
COC(=O)CCC(=O)Nc1nnc(C(F)(F)F)s1	-29	14	-4	-1	x	101	104	104	34	10	6.3
CCCn1c(C(C)NC(=O)c2ccccc2)nc2ccccc21 (stereo unspecified)	2	7	-1	x	x	101	98	98	36	2	2.0
CC(C)=CCC/C(C)=C/CC/C(C)=N/O	0	25	26	-1	11	91	101	97	45	6	0.9
CCOC(=O)C1Cn2c(nc3c(c2=O)C2(CCCC2)Cc2ccccc2-3)S1 (stereo unspecified)	5	36	-9	-2	-4	102	99	101	23	4	1.0
O=C(NC1CCCCCCC1)c1ccc(CNc2c(N3CCOCC3)c(=O)c2=O)cc1	-6	8	7	-1	x	107	107	107	24	0	0.0
CCn1c(=O)c(-c2ccccc2)c(O)c2ccccc21	-7	10	-3	-1	-7	100	103	101	27	10	-2.4
O=c1c2[nH]c3ccc(Cl)cc3c2ncn1Cc1ccccn1	10	12	22	0	x	104	105	108	53	2	0.0
CCOC(=O)c1c(O)c2cccc3c2n(c1=O)CC3	-46	7	18	x	3	96	96	u	x	x	x
Cc1nc2cc3ccccc3cc2c(=O)[nH]1	-3	7	12	0	x	96	89	89	46	1	0.1
CC(=O)c1ccc(N2CCN(C(=O)Nc3ccc(C)cc3)CC2)cc1	-23	10	12	-3	x	99	100	u	17	9	2.6
CCN(CC)CCOC(=O)c1ccc(Cl)cc1	10	10	x	-3	x	100	102	100	27	1	0.3
O=C(Cc1ccc(F)cc1)N1CCC(N2CCC(C(=O)N3CCOCC3)CC2)CC1	-21	9	-11	0	-10	102	114	104	13	5	0.2
CCCC(=O)NCc1cc(-c2nn(C)c(=O)c3ccccc23)ccc1C	-7	33	1	-5	x	97	94	90	13	4	1.1
O=C(CNC(=O)c1cccs1)NCC(=O)OCc1ccc(F)cc1	-12	6	-8	-4	21	90	99	96	20	1	0.4
CN(C)CC(O)COc1ccc(C(C)(C)c2ccc(OCC(O)CN(C)C)cc2)cc1 (stereo unspecified)	-13	10	3	-1	x	103	105	100	21	2	0.5
Cc1ccc(/C(O)=C2\C(=O)C(=O)N(CC(C)O)C2c2ccccn2)cc1 (stereo unspecified)	-11	8	-5	-1	-4	99	100	101	12	0	0.0
NNC(=O)c1cc(-c2cccs2)nc2ccccc12	-15	17	-6	x	3	96	97	u	x	x	x
O=c1[nH]c(SCc2ccc(Cl)cc2)nc2ccccc12	0	2	2	-2	4	107	106	107	15	3	1.1
COc1cccc(NC(=O)Nc2cc(C)ccc2F)c1	2	9	-7	0	10	101	97	103	14	1	-0.1
COc1ccc(NS(=O)(=O)c2ccc(O)c(NC(=O)c3ccc(S(=O)(=O)N4CCCC4)cc3)c2)cc1	-26	6	-7	x	14	103	101	u	x	x	x
N#CC1=C(N)N2C(=C(C#N)C13CCN(Cc1ccccc1)CC3)Nc1ccccc12	-42	33	16	0	0	101	98	99	14	0	0.3
CCC/C=N/NC(=O)c1ccc(F)cc1	-28	12	12	-1	11	104	106	108	22	3	0.9
COc1cc(OC)cc(C(=O)OCC(=O)Nc2sccc2C(N)=O)c1	-12	12	19	0	-5	101	104	102	13	4	0.3
CCOc1ccc(-n2c(SCC(=O)NC3CCS(=O)(=O)C3)nnc2-c2cccnc2)cc1 (stereo unspecified)	-15	11	9	-1	-17	102	102	104	17	2	1.1
Cc1nc(N2CCN(c3ccccn3)CC2)c2c(C)c(C(=O)Nc3ccccc3F)sc2n1	-38	10	-64	2	12	99	99	102	16	8	12
O=C(c1ccco1)c1cn(CC(=O)N2CCCCCC2)c2ccccc12	-41	9	5	0	-16	101	101	u	19	9	2.9
O=C(OCC(=O)c1c[nH]c2ccccc12)c1cccc(O)c1	2	3	13	-5	2	78	97	97	11	-1	-0.2
CC1CCC2(CC1)NC(=O)N(CC(=O)NC(=O)NC1CCCC1)C2=O (stereo unspecified)	-3	13	0	-4	x	101	99	99	45	0	0.2
COc1ccc(N=C2SC(C(=O)O)CC(=O)N2Cc2ccc(OC)c(OC)c2)cc1 (stereo unspecified)	22	13	5	-8	-33	101	99	98	36	12	-0.3
CCc1ccc(N2CC(C(=O)OC)CC2=O)cc1 (stereo unspecified)	-8	11	-15	-2	10	100	98	103	14	5	0.5
O=c1[nH]nc(CSCc2ccccc2Cl)[nH]1	7	12	3	-1	x	102	97	101	22	3	0.7
COCCn1c(N)c(NCc2ccccc2)c(=O)n(CC(=O)Nc2cc(C)ccc2C)c1=O	-31	13	5	-3	x	101	102	100	28	8	-0.9
Cc1cccc(NC(=O)N(C)Cc2cccs2)c1	7	6	-12	-3	x	102	98	99	34	2	0.1
COc1ccc2cc(CCN3C(=O)c4ccccc4C3=O)c(=O)[nH]c2c1	-9	6	-65	3	x	100	100	100	11	14	0.7
CCc1nc2c(c(=O)c3ccccc3n2C)c(=O)n1-c1ccc(F)cc1	-3	11	10	1	6	97	100	99	9	20	1.1
COc1ccc(-n2c(=S)[nH]c3cc(C(=O)NCCCN4CCCC4=O)ccc3c2=O)c(OC)c1	-29	32	8	-1	x	101	102	104	23	-1	-0.2
COc1cc2c(cc1NC(=O)COC(=O)/C=C/c1ccc([N+](=O)[O-])cc1)oc1ccccc12	-47	9	1	x	17	107	109	u	x	x	x
O=C1NC[C@@H](Cc2cccc3ccccc23)N(CC2CCCCC2)C1=O	-28	11	-4	x	x	93	92	u	x	x	x
CC(=O)c1cccc(NC(=O)COC(=O)COc2c(Cl)cc(Cl)c3ccc(C)nc23)c1	-32	9	11	-2	6	102	104	108	20	5	1.4
COc1ccc(N2CCN(C(=O)CCc3nc(-c4ccc(C)cc4)no3)CC2)cc1	-17	28	18	-4	x	95	96	97	24	19	1.6
Cc1cc(C)c(C#N)c(SCCS(=O)(=O)Cc2ccccc2)n1	-7	12	2	-5	-9	95	94	94	24	61	0.0
CCSc1nc(O)c(C2OC(=O)c3c2ccc(OC)c3OC)c(=O)n1-c1ccccc1 (stereo unspecified)	-4	6	-1	0	x	102	101	101	40	-3	-2.4
CNC(=S)N1CCN(c2cccc(OC)c2)CC1	-42	7	4	6	-15	101	99	97	14	15	0.3
Cc1nc(-c2cccc(S(=O)(=O)N3CC(C)CC(C)C3)c2)cs1 (stereo unspecified)	-8	9	9	0	x	81	94	95	62	1	0.6
